GRK2 aptamer HTS – compounds blocking aptamer binding on GRK2 – biochemical, human GRK2, bead flow cytometry, HTS, primary screen. Beta-adrenergic receptor kinase 1 (Homo sapiens), P25098. FAM-aptamer displacement from GRK2. inhibition of aptamer binding, % at 10 µM. 330,000 compounds, 0.59% hits. AID 488847, 2010;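 active = inhibition of aptamer binding above 40%, roughly 3 SD of noise, on plates passing a quality check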;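 also: median bead fluorescence of bound FAM aptamer so fluorescent compounds give negative values; no value below 0 was filed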
VLA-4 inh – inhibition in human VLA-4 binding assay, primary screen, VLA-4 allosteric modulator project, MLPCN library, flow cytometry, VLA-4 expressing cells; ligand binding flow cytometry; inhibition, % (about 7 µM as worked out from the volumes in the protocol); 330,000 compounds, 0.2% hits; AID 2557, 2010; in the data active = inhibition above about 50%
procasp7 counter – procaspase-7 activators, primary screen, counter-screen for procaspase-3 activator project, biochemical, absorbance, HTS, human; recombinant procaspase-7, Ac-DEVD-pNA absorbance 405 nm; D23A/D198A/D206A triple mutant, cannot self-cleave; scale: DMSO 0, 5 µM enzyme 100; Caspase-7 (Homo sapiens), P55210; activation, % at 8.5 µM; 330,000 compounds, 0.093% hits; AID 463210, 2010;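 active = percent activation above the screen-wide mean plus 3 SD, cut at about 25% in these data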
Target sequence (P55210 whole entry D23A/D198A/D206A): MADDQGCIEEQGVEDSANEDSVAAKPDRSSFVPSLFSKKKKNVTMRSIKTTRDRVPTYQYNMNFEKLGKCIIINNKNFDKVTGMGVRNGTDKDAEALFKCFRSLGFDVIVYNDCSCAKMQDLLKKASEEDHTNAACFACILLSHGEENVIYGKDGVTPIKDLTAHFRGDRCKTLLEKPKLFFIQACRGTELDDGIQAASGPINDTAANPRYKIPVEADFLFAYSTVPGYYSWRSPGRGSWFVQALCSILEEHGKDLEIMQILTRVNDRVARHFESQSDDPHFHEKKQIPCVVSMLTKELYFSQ
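System: Procaspase-7 triple mutant (PC-7 D3A); measure: % activation from two-timepoint absorbance difference, scaled to controls; times: 1 h compound preincubation, 2 h substrate cleavage, 25 °C; also added: Ac-DEVD-pNA substrate, 400 µM as added; measured by: Epi-absorbance of released pNA at 405 nm, two timepoints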
JMJD2C inh – inhibitors of GASC-1 histone demethylase, primary screen, biochemical, fluorescence, DELFIA europium | inhibition, % at 2.35 µM | Lysine-specific demethylase 4C (Homo sapiens), Q9H3R0 | 330,000 compounds, 0.069% hits | GST-JMJD2C(1-420) H3K9me3 demethylation | AID 2099, 2009;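 active = more than half of a compound's replicate wells show inhibition beyond 50%, single wells judged on their own value; inconclusive = some, but no more than half, of replicates pass 50% inhibition; inactive = no replicate passes 50% inhibition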;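 also: signal counts dimethyl H3K9 product captured on neutravidin plate; 0% = median of DMSO wells and 100% = 0.3 times that DMSO median; strong numbers were not always called active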
PP5 primary – PP5 phosphatase inhibitors, primary screen, biochemical, fluorescence; AID 1987, 2009; 320,000 compounds, 0.18% hits; purified PP5c, OMFP substrate fluorescence; Serine/threonine-protein phosphatase 5 (Homo sapiens), P53041; inhibition, % at 6.7 µM;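 active = inhibition above the campaign's mean inhibition across all tested compounds plus 3 SD, cut at about 9.5% in these data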;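 also: 0% = DMSO only and 100% = 100 µM cantharidin control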
PP1 counter – PP1-alpha phosphatase inhibitors, primary screen, counter-screen for PP5 inhibitor project, biochemical, fluorescence, OMFP substrate, single point; Serine/threonine-protein phosphatase PP1-alpha catalytic subunit (Homo sapiens), P62136; purified PP1alpha; inhibition, % at 6.7 µM; 320,000 compounds, 0.9% hits; AID 2235, 2010;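 active = inhibition above the mean inhibition of all tested compounds plus 3 SD, computed separately for each screening campaign, cut at about 15% in these data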
Target sequence (P62136 whole entry, looked up): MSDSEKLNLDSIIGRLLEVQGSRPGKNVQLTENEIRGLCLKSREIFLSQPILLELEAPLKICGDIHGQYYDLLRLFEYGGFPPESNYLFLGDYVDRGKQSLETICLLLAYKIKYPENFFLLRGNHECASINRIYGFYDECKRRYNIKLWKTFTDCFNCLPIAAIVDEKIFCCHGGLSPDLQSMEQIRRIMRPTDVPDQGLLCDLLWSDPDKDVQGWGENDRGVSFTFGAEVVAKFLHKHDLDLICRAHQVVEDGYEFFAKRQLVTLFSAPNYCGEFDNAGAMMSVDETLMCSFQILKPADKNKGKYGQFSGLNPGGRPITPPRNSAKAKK
CTSL1 counter – Fasciola hepatica cathepsin L1 inhibitors, primary screen, counter-screen for PFM18AAP inhibitor project, biochemical, QFRET, fluorogenic peptide substrate. inhibition, % at 5.96 µM. recombinant F. hepatica cathepsin L1, Z-Leu-Arg-MCA fluorescence. 300,000 compounds, 0.49% hits;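 active = inhibition above the mean of all tested compounds plus 3 SD, set per screening campaign, cut at about 17% in these data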;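 also: 0% = plate median of test compound wells and 100% = 1 µM Z-Phe-Ala-diazomethylketone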
procasp3 activ – activators of human procaspase-3 D3A mutant, primary screen, biochemical, absorbance, PC-3 D3A mutant, single concentration. 330,000 compounds, 0.11% hits. activation, % at 8.5 µM. Caspase-3 (Homo sapiens), P42574. AID 463141, 2010. recombinant procaspase-3 D3A, Ac-DEVD-pNA absorbance 405 nm;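 active = activation above the mean of all tested compounds plus 3 SD, cut at about 21% in these data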;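 also: 0% = DMSO alone and 100% = DMSO wells spiked with extra 5 µM PC-3 D3A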
Target sequence (P42574 whole entry D9A/D28A/D175A): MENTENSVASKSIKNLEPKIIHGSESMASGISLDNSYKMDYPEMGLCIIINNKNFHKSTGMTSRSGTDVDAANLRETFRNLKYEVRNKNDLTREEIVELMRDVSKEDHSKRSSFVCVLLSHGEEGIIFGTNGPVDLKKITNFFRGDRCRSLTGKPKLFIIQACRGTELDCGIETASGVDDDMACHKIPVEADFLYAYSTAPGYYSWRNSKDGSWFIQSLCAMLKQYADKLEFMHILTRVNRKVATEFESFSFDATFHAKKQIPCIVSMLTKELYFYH
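Test system: Procaspase-3 D3A mutant, all three cleavage aspartates alanine | Dosing: Single dose, 8.5 µM nominal compound, 0.8% DMSO | Schedule: 1 h preincubation, 2 h reaction | Technique: 405 nm absorbance of p-nitroaniline, reads at 0 and 120 min | Repeats: One well per compound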
core dimer inh – inhibitors of HCV core protein dimerization, primary screen, biochemical, TR-FRET, high-throughput; TR-FRET GST/Flag-core106 dimerization, 1536-well; inhibition, % at 5 µM; 300,000 compounds, 0.33% hits;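 active = inhibition above the mean of all tested compounds plus 3 SD, set per screening campaign, cut at about 45% in these data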
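Material: Tagged HCV core106 pair (GST and Flag) | Amount: GST-core106 13.5 nM, Flag-core106 17 nM | Medium: KF-containing HEPES buffer, pH 7.45, DTT, CHAPS, BSA | Reagent: Eu donor and XL665 acceptor anti-tag antibodies | Schedule: 4 h at 22.5 °C | Technique: Time-resolved FRET, ex 340 nm, em 617 and 671 nm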
Starred values were filed as active, the others as inactive; i = inactive; ? = inconclusive; . = not tested or not shown.

#1 CCN(CC)CCn1c2c(c(SCC(=O)Nc3nc4ccccc4s3)nc1=O)CCC2
#2 Cc1cnc(C(=O)NC(C)CCc2ccccc2)cn1 (centres undefined)
#3 CC(=O)c1cnc(Nc2ccccc2)s1
#4 Cn1c(=O)n(CC(=O)OCc2ccccc2)c(=O)c2c1nc1n2CCCN1C1CCCCC1
#5 C/C(=C\C(=O)c1ccc(Br)cc1)Nc1ccc(Cl)cc1

assay / entry	1	2	3	4	5
GRK2 aptamer HTS	1	0	0	4	3
VLA-4 inh	5	4	16	3	-51
procasp7 counter	6	10	12	-5	-4
JMJD2C inh	1	-4	-5	7	-5
PP5 primary	-1.1	-1.5	2.0	0.8	1.8
PP1 counter	-2	-6	-2	1	-1
CTSL1 counter	6	-4	0	-3	0
procasp3 activ	-1	4	10	-4	-3
core dimer inh	-3	2	0	4	6

#6 Cc1cc(C)n(-c2nc(-c3cccc(Cl)c3)cs2)n1
#7 CCC(c1nnc(SCC(=O)NCCc2ccc(OC)c(OC)c2)n1Cc1ccccc1)N(C)C (centres undefined)
#8 Cc1nc(C)c(C(=O)Nc2ncc([N+](=O)[O-])s2)o1
#9 COc1ccc(CCNC(=O)c2cccs2)cc1OC
#10 COc1cc(OC)c(OC)cc1CNC1CCCCCC1

assay / entry	6	7	8	9	10
GRK2 aptamer HTS	0	5	1	5	0
VLA-4 inh	0	3	2	9	2
procasp7 counter	-7	1	-32	11	-4
JMJD2C inh	3	-7	-3	-6	-8
PP5 primary	-4.2	0.3	-3.3	1.8	-1.7
PP1 counter	-9	-1	-3	-1	-2
CTSL1 counter	4	-5	3	-2	-3
procasp3 activ	-12	2	-4	-3	-4
core dimer inh	9	-2	3	-4	0

#11 CC(=O)Nc1ccc(OCC(=O)N2CCC(Cc3ccccc3)CC2)cc1
#12 CCC(c1nc2ccccc2c(=O)n1-c1cccnc1)N1C(=O)c2ccccc2C1=O (centres undefined)
#13 Cc1ccc(S(=O)(=O)N/N=C/c2cccn2-c2ccc(Cl)cc2)cc1
#14 Cc1ccsc1/C=N/N1CCN(c2ccccn2)CC1
#15 CCOc1cc(/C=N/NC(=O)C(=O)NCCCOC(C)C)cc(Br)c1O

assay / entry	11	12	13	14	15
GRK2 aptamer HTS	0	1	1	4	1
VLA-4 inh	0	-18	12	-8	-6
procasp7 counter	6	8	10	1	4
JMJD2C inh	-1	0	1	12	0
PP5 primary	0.0	1.4	4.4	0.8	-0.5
PP1 counter	0	-4	2	-2	-5
CTSL1 counter	1	-3	2	6	5
procasp3 activ	-1	1	-5	0	-1
core dimer inh	3	1	13	-3	-12

#16 Cc1ccc(C)c(N(CC(=O)NCc2ccco2)C(=O)CNS(=O)(=O)c2ccc(F)cc2)c1
#17 CCN(CC)C(=O)C1CCCN(Cc2ccc(F)c(F)c2)C1 (centres undefined)
#18 CCN(c1ccccc1)S(=O)(=O)c1ccc(C(=O)Nc2nnc(C3CC3)o2)cc1
#19 S=c1[nH]nc(-c2cc(-c3ccsc3)n[nH]2)n1-c1cccc2ccccc12
#20 COc1cccc(-c2nc(-c3ccc(NC(=O)c4cccs4)cc3)no2)c1

assay / entry	16	17	18	19	20
GRK2 aptamer HTS	1	0	3	4	3
VLA-4 inh	3	-4	10	12	-2
procasp7 counter	1	-1	3	-20	9
JMJD2C inh	-6	-3	0	10	4
PP5 primary	3.3	0.6	-1.6	2.2	-0.7
PP1 counter	-1	1	31*	5	-2
CTSL1 counter	4	-2	-1	0	-1
procasp3 activ	6	-5	-6	-3	5
core dimer inh	-18	0	1	11	3

#21 Cn1c(=O)c2c(nc(NCCNC(=O)c3ccco3)n2Cc2ccccc2)n(C)c1=O
#22 NS(=O)(=O)c1ccc(CNc2ncnc3sccc23)cc1
#23 CC(=O)N1CCN(C(=O)c2cc3ccccc3o2)CC1
#24 O=C(CCn1nnc2ccccc21)NNC(=O)C1CCCCC1
#25 CC(C)(C)NC(=O)CSc1nc(-c2ccc(F)cc2)cs1

assay / entry	21	22	23	24	25
GRK2 aptamer HTS	3	0	2	1	3
VLA-4 inh	-3	1	3	3	4
procasp7 counter	-5	0	-2	16	-2
JMJD2C inh	-5	0	2	-5	3
PP5 primary	1.9	1.8	1.9	0.8	0.9
PP1 counter	-1	-4	0	-1	-5
CTSL1 counter	5	1	-1	-1	1
procasp3 activ	0	-5	-1	5	3
core dimer inh	-3	2	-4	2	-1

#26 CC(C)(C)c1ccc(C(=O)N2CCC(C(=O)NCC3CCCO3)CC2)cc1 (centres undefined)
#27 Cn1c(Cl)c(C(=O)Nc2ccccc2)c2ccccc21
#28 COc1cc(NC(=O)CCCNC(=O)Cn2cnc3sc4c(c3c2=O)CCCC4)cc(OC)c1OC
#29 CCc1c2ccccc2nn1-c1ccccc1C(=O)C(C)=O
#30 CC(C)(C)c1cc(C(=O)Nc2cccc3ccccc23)ccn1

assay / entry	26	27	28	29	30
GRK2 aptamer HTS	0	1	0	0	2
VLA-4 inh	10	-1	-8	3	30
procasp7 counter	2	0	-5	16	1
JMJD2C inh	15	.	4	-1	10
PP5 primary	-0.6	0.5	3.4	0.5	0.6
PP1 counter	-1	-3	-3	-2	-1
CTSL1 counter	1	-3	1	2	-2
procasp3 activ	6	0	9	2	-1
core dimer inh	8	-2	-5	1	-3

#31 Cc1ccc(Cl)cc1NC(=O)C(Cc1ccccc1)N1C(=O)C2C3CCC(C3)C2C1=O (centres undefined)
#32 COc1ccccc1CCNC(=O)C1CCN(c2nnc(C)c3c(C)n(-c4ccc(C)cc4)nc23)CC1
#33 O=C(Nc1ccccc1C(=O)NCc1ccccc1)C1=CSCCO1
#34 Cc1ccc(CS(=O)(=O)CCC(=O)NCCCN2CCCC2)cc1
#35 COC(=O)c1nn(-c2ccc3c(c2)CCN3C(C)=O)cc1O

assay / entry	31	32	33	34	35
GRK2 aptamer HTS	1	0	3	0	0
VLA-4 inh	8	-8	4	6	-75
procasp7 counter	5	8	6	0	3
JMJD2C inh	8	-5	1	-17	-1
PP5 primary	1.0	2.2	2.4	1.1	-0.1
PP1 counter	1	6	-2	1	1
CTSL1 counter	4	6	-4	7	4
procasp3 activ	3	0	7	7	-3
core dimer inh	5	16	4	1	5

Shown field by field: 3 of the compounds above.
14	Cc1ccsc1/C=N/N1CCN(c2ccccn2)CC1
  GRK2 aptamer HTS: 4; VLA-4 inh: -8; procasp7 counter: 1; JMJD2C inh: 12; PP5 primary: 0.8; PP1 counter: -2; CTSL1 counter: 6; procasp3 activ: 0; core dimer inh: -3
1	CCN(CC)CCn1c2c(c(SCC(=O)Nc3nc4ccccc4s3)nc1=O)CCC2
  GRK2 aptamer HTS: 1; VLA-4 inh: 5; procasp7 counter: 6; JMJD2C inh: 1; PP5 primary: -1.1; PP1 counter: -2; CTSL1 counter: 6; procasp3 activ: -1; core dimer inh: -3
3	CC(=O)c1cnc(Nc2ccccc2)s1
  GRK2 aptamer HTS: 0; VLA-4 inh: 16; procasp7 counter: 12; JMJD2C inh: -5; PP5 primary: 2.0; PP1 counter: -2; CTSL1 counter: 0; procasp3 activ: 10; core dimer inh: 0

(listing goes on)
#36 CC(=O)OC[C@H]1O[C@@H](n2ccc(=O)[nH]c2=S)C(OC(C)=O)C1OC(C)=O (some centres undefined)
#37 CCn1c(CCCNC(=O)c2ccco2)nc2ccccc21
#38 CCOC(=O)c1cnc(-n2nc(C)cc2C)nc1NCCc1ccccc1
#39 CC1c2ccccc2N(NC(=O)Cc2ccccc2)C1C (centres undefined)
#40 COc1cccc(CNCCc2c[nH]c3ccccc23)c1OCc1ccccc1

assay / entry	36	37	38	39	40
GRK2 aptamer HTS	1	1	0	1	0
VLA-4 inh	-2	8	3	8	13
procasp7 counter	-6	3	-7	8	-5
JMJD2C inh	0	-16	-2	-6	0
PP5 primary	2.2	-0.1	6.8	-3.1	1.9
PP1 counter	-2	-3	57*	-1	2
CTSL1 counter	-1	1	-2	0	4
procasp3 activ	1	-3	-1	-9	2
core dimer inh	-2	-11	3	0	-10

#41 CCCCN(CC)CCNC(=O)c1cn(-c2ccc(Cl)cc2)c(=O)c2ccccc12
#42 CCOC(=O)c1ccc(Nc2cc(C)nc(-c3ccccc3)n2)cc1
#43 COc1ccc2[nH]cc(C(=O)C(=O)N3CCCCC3)c2c1
#44 O=[N+]([O-])c1nn(-c2ccc3c(c2)OCCO3)n(O)c1=NCc1ccc(F)cc1Cl
#45 Cc1nn(Cc2cccc(F)c2)c(C)c1NC(=O)c1c(Cl)cnn1C
#46 Cc1cc(C)nc(SCC(=O)c2ccc(F)c(C)c2)n1
#47 CCN1CCN(C(C)C(=O)Nc2c(C)n(C)n(-c3ccccc3)c2=O)CC1 (centres undefined)

assay / entry	41	42	43	44	45	46	47
GRK2 aptamer HTS	0	0	3	1	0	3	1
VLA-4 inh	4	i	12	16	-16	1	0
procasp7 counter	8	2	4	2	-3	11	-3
JMJD2C inh	2	2	?	-4	7	-7	8
PP5 primary	-1.0	5.5	1.9	-0.3	1.5	0.5	3.1
PP1 counter	-5	5	-4	3	-2	43*	-5
CTSL1 counter	0	11	-1	-2	2	0	-2
procasp3 activ	-3	-6	3	0	-4	3	-4
core dimer inh	-1	2	1	0	3	6	0

No enrichment for hits. Share with any hit: about 2.6%.
